Source: PubChem (School of Medicine, Indiana University)
FECH inh: human FECH heme synthesis enzyme inhibition; P22830; purified FECH, Ni-mesoporphyrin absorbance 550 nm; calls only at 10 µM (by protocol); 3.3% of 20,000 active; AID 1671448;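 active = enzyme reaction rate more than 3 SD below the solvent-only control wells on the same plate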;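 note: lower slope than DMSO wells means FECH inhibition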
Target sequence (P22830 whole entry, looked up): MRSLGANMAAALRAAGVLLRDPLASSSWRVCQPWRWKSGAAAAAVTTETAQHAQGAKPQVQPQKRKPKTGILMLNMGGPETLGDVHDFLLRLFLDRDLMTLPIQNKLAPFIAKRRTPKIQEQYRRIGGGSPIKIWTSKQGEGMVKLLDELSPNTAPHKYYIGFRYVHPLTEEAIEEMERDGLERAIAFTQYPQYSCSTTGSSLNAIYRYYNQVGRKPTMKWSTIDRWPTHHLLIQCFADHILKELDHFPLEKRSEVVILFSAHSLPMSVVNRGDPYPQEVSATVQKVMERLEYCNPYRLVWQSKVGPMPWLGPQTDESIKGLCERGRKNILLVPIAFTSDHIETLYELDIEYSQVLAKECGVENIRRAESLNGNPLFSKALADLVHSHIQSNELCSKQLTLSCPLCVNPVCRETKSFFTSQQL
Calls only; i = inactive; + = active, no number. This is a subset. The share of hits here may be higher or lower than overall.

FECH inh	Structure
i	O=C(Nc1nc2n(n1)C(c1ccccc1Cl)C=C(c1ccccc1)N2)c1ccc(F)cc1 (stereo unspecified)
i	Cc1ccc(Nc2cc(C)nc(N3CCN(S(=O)(=O)c4ccccc4)CC3)n2)cc1
i	CCN(CC)S(=O)(=O)c1cc(N2C(=O)CCS2(=O)=O)ccc1OC
i	CCn1ncnc1CN1CCOC(Cc2cccc3ccccc23)C1 (stereo unspecified)
i	CCCN(Cc1cccnc1)Cc1nc2ccccc2n1C(C)C
i	CNC(=O)c1cc(-c2cnc3ccccc3c2)ccc1Cl
i	NS(=O)(=O)c1ccc(NC(=O)c2cc(-c3ccc4c(c3)OCCO4)on2)cc1
i	CCN1C(SCC(=O)Nc2cc(Cl)ccc2OC)=NS(=O)(=O)c2ccccc21
i	CC1CCCCN1S(=O)(=O)c1cc2c(cc1Cl)NC(=O)CO2 (stereo unspecified)
i	COc1ccc(-c2cc(N3CCN(S(=O)(=O)c4ccc(Br)cc4)CC3)ncn2)cc1
i	Cc1cccc(C(C(=O)NCc2ccc3nonc3c2)N(C)C)c1 (stereo unspecified)
i	COc1cc2c(cc1-c1nccn1-c1ccc3nc(CO)[nH]c3c1)CCC2
i	CCOc1ccc(S(=O)(=O)N2CCN(Cc3nc4cccnc4n3-c3cccc(C)c3)CC2)cc1
i	Cc1cccc(C)c1NC(=O)NCCc1nc2cccnc2n1Cc1ccccc1
i	COc1cccc(-c2cc(C(=O)O)cc(S(=O)(=O)N3CCOCC3)c2)c1F
i	CC1CCCN(C(=O)c2[nH]cnc2C(=O)NCc2ccccc2)C1 (stereo unspecified)
i	O=C(CC1NC(=O)c2ccccc21)NCc1nc(C2CCCCC2)no1 (stereo unspecified)
+	CCc1cc(Sc2ccccc2NC(=O)Cc2ccc(OC)cc2)n2nc(C)nc2n1
i	O=C(c1csc(S(=O)(=O)N2CCN(C(c3ccccc3)c3ccccc3)CC2)c1)N1CCCC1
i	Cc1ccc(Cn2c(CNS(=O)(=O)c3ccc(C)c(C)c3)nc3cccnc32)cc1
i	COc1ccc(-n2ccnc2CN2CCCC(Cn3ccnc3)C2)cc1 (stereo unspecified)
i	Cc1cnc(C(=O)N2CCC(c3cc(-c4ccccc4Cl)n[nH]3)CC2)cn1
i	CC1CCCN(c2nc(Nc3ccc4c(c3)OCO4)c3cnn(-c4ccccc4)c3n2)C1 (stereo unspecified)
i	c1ccc2sc(N3CCCN(c4ncnc5c4CCNC5)CC3)nc2c1
+	O=C(CN1CCN(Cc2ccc(F)cc2Cl)S1(=O)=O)NCc1ccccc1
i	COc1ccccc1CNC(=O)c1nc[nH]c1C(=O)N1CCC(C)CC1
+	Cc1c(Cl)cccc1NCc1nc2nc3c(c(=O)n2[nH]1)CCC3
i	CCc1c(C)nc2ncnn2c1Sc1ccc(NC(=O)c2ccc(Cl)cc2)cc1
i	Fc1ccc(-c2[nH]ncc2CNCC2(Cn3cccn3)CC2)cc1
i	C=CCN(Cc1ccco1)Cc1c(C)cc(C)c(CO)c1C
i	Cc1ccc2[nH]c(=O)c(CN3CCN(CC(=O)N4CCCC4)CC3)cc2c1
i	Cc1ccc(NC2=NC(C(=O)Nc3ccccc3C(F)(F)F)CC(=O)N2)cc1 (stereo unspecified)
i	Cc1ccc(-c2cn[nH]c2C2CCCN(C(=O)C3(Cn4ccnc4)CC3)C2)cc1 (stereo unspecified)
i	CC(=O)N1CCc2c(sc(NC(=O)CCOc3ccccc3)c2-c2nc3ccccc3s2)C1
i	CCC(C(=O)Nc1cc(OC)ccc1OC)n1c(C(=O)OC)cc2ccsc21 (stereo unspecified)
i	O=C(O)c1cc(NS(=O)(=O)c2ccc(F)cc2)cnc1N1CCCCCC1
i	O=C(CCn1nnc2ccccc21)N1CCCC(c2ccn[nH]2)C1 (stereo unspecified)
i	Cc1nc(N(C)CCC(O)c2ccccc2)c2ccsc2n1 (stereo unspecified)
i	Cc1ncc(-c2c(-c3ccccc3)ncn2Cc2csc(N)n2)[nH]1
i	Cc1ccc(Nc2nc(NCCCOC(C)C)nc3c2cnn3-c2ccccc2)cc1
i	CCC(=O)Nc1cccc(C(=O)N2C[C@]3(C)C[C@H]2CC(C)(C)C3)c1
i	COCCNC(=O)c1ccc(Cn2c(=O)c3cc(OC)c(OC)cc3n(CC(=O)NC(C)C)c2=O)cc1
i	Cc1c(C(=O)N2CCCC2)c(S(=O)(=O)NCCc2ccc(S(N)(=O)=O)cc2)c(C)n1C
i	Cc1cc(N(C)C)nc(N2CCN(S(=O)(=O)c3ccc(Cl)cc3)CC2)n1
i	CCOC(=O)CCc1c(C)nc2nc(CNc3ccccc3Cl)[nH]n2c1=O
i	CN1CCN2C[C@@H](NC(=O)C3(Cn4cccn4)CC3)C[C@H]2C1
i	O=C1C[C@H]2CC[C@@H](CN1)N2C(=O)Cc1c[nH]c2ccccc12
i	CC(=O)c1c(C)cc(C)c(CN2CCN(C)C3(CCN(C)CC3)C2)c1C
i	Cc1ccc(N2C(=O)CCS2(=O)=O)cc1S(=O)(=O)N1CCN(c2ccccn2)CC1
i	CN(CCc1ccccc1)C1(C(=O)NC2CCCOC2)Cc2ccccc2C1 (stereo unspecified)

The list continues:
FECH inh	Structure
i	O=S(=O)(NCCn1c(C(F)(F)F)nc2cccnc21)c1cccc(Cl)c1
i	CCC1(CC)CCN(C(=O)c2nnc(COC)o2)C1
i	CCC(C)NC(=O)NCCc1nc2cccnc2n1Cc1ccccc1 (stereo unspecified)
i	CC1CN(c2ccccc2)CCN1Cc1ccc(CN(C)S(C)(=O)=O)o1 (stereo unspecified)
i	Cc1ccc(-c2ncc3c(=O)n(CCc4c(C)noc4C)c(=O)n(C)c3n2)cc1
i	CC1=NN(CC(=O)NC(c2nccn2C)C(C)C)CC1 (stereo unspecified)
+	CCN(CC)CCCNC(=O)C1CCN(c2ccc(-c3cccc(C)c3)nn2)CC1
i	COc1ccc(NC(=O)CN2CCCN(Cc3cccc(F)c3)S2(=O)=O)c(OC)c1
i	COc1ccc2cc(C3CN(c4nccc5occc45)CCO3)ccc2c1 (stereo unspecified)
i	CN(CCO)c1nc(Nc2cccc(F)c2)c2cnn(-c3ccccc3)c2n1
i	CC(c1nccs1)N(C)S(=O)(=O)NCc1ccccc1 (stereo unspecified)
i	Cc1nc(CCNC(=O)c2cc(C(C)C)on2)sc1C
i	Cc1ccc(Cl)cc1NCc1cc(=O)n2[nH]c(NCc3ccc(F)cc3)nc2n1
i	COc1cccc(Cn2c(=O)c3cnc(C)nc3n(C)c2=O)c1
i	CC(=O)c1cc(C(=O)NC2CC(=O)N(C3CCCCCC3)C2)[nH]n1 (stereo unspecified)
i	CCc1cnc(N2CC[C@@H](c3ccc4ccccc4c3)[C@H](O)C2)nc1
i	CCCc1ccc(S(=O)(=O)NCc2nc3cccnc3n2CCC)cc1
i	CCc1cccc(C)c1NC(=O)CN1CCN(Cc2ccccc2C)S1(=O)=O
i	O=C(Cc1c[nH]c2ccccc12)N1CCC(O)(C(=O)O)CC1
i	CC(C)CCNC(=O)Cn1c(=O)n(CC2CCC(C(=O)NC(C)C)CC2)c(=O)c2sccc21 (stereo unspecified)
i	Cc1cccc(-n2cc(CN(C)C(=O)CN3CCCN(C)CC3)cn2)c1
+	COc1ccc(NC(=O)CN(C)S(=O)(=O)c2ccc(C(=O)N3CCOCC3)s2)cc1
i	CC1=C(C(=O)NCCc2ccccc2)C2(CCN(S(=O)(=O)c3cccs3)CC2)OC1=O
i	Cc1ccccc1Oc1ncccc1CNC(=O)C1COc2ccccc2O1 (stereo unspecified)
i	Cc1nc(C2CCCNC2)cc(N2CCC3(CC2)CNC(=O)O3)n1 (stereo unspecified)
i	COc1cccc(Cn2c(CNS(=O)(=O)c3cccc([N+](=O)[O-])c3)nc3cccnc32)c1
i	CCCCN(Cc1nc2nc(C)cc(C)n2n1)C(=O)c1ccco1
+	Cc1cccc(CN2CCN(CC(=O)Nc3cc(C)ccc3C)S2(=O)=O)c1
i	CCCCc1nc(-c2nccn2CCN2CCNC2=O)c(Cl)[nH]1
i	CCc1cc(Sc2ccc(NC(=O)Nc3cc(Cl)c(OC)cc3OC)cc2)n2nc(C)nc2n1
i	O=C(c1csc(S(=O)(=O)Nc2cccc(C(F)(F)F)c2)c1)N1CCCC1
i	CCOc1ccccc1CN(C(=O)c1cn(CC)c2nc(C)ccc2c1=O)C1CC1
i	CCN(CC)c1ncc(NS(=O)(=O)c2cc(F)ccc2C)cc1C(=O)O
i	CN(C)CC1(O)CCCN(C(=O)c2ccc(CO)o2)C1 (stereo unspecified)
i	CCOC(=O)Cn1c(=O)n(-c2ccc(C)c(C)c2)c2nc(-c3cccc(F)c3F)nc(C(N)=O)c21
i	CCc1nccc(CN2CCCn3nc(C(=O)OC)cc3C2)n1
i	Cn1c(=O)oc2ccc(C(=O)N3Cc4cnc(C(C)(C)C)nc4C3)cc21
i	Cn1c(=O)n(C)c2cc(Cn3ccnc3-c3ccc(CO)o3)ccc21
i	Cc1ccc(C2(O)CCN(CCC(=O)c3ccc(F)cc3)CC2)nc1
i	CC1C(=O)N(C)CCN1Cc1ccc(OCC(=O)N2CCCCC2)cc1 (stereo unspecified)
i	Cc1ccc(F)c(-c2c(-c3ccccc3)ncn2C)c1F
i	NS(=O)(=O)c1ccc(CCN[C@H]2CS(=O)(=O)C[C@@H]2S(=O)(=O)c2ccccc2)cc1
i	CCOC(=O)c1ccc(NC(=O)CN2C(=O)CN(C)C(=O)c3ccccc32)cc1
i	CCN(CC)c1ncc(NS(=O)(=O)c2ccc(C(C)(C)C)cc2)cc1C(=O)O
i	Cc1ccc(CN2CCC=C(CCNC(=O)N3CCOCC3)C2)cc1
i	O=C(c1cn[nH]n1)N1CCCOC(Cn2cccn2)C1 (stereo unspecified)
i	CCCC(=O)Nc1ccc(CC(=O)NCc2ccccc2C)cc1
i	CCn1c(C2CCCN(c3cnc4ccc(Cl)cc4n3)C2)n[nH]c1=O (stereo unspecified)
i	O=S(=O)(NCc1nc2cccnc2n1Cc1ccc(F)cc1)c1cccs1
i	Cc1ccc(C(C(=O)NCc2ccc(S(N)(=O)=O)cc2)N(C)C)cc1 (stereo unspecified)

(listing goes on)
FECH inh	Structure
i	CCOC(=O)c1c(NC(=O)c2ccccc2)sc2c1CCN(C(C)C)C2
i	COC(=O)c1cc2ccsc2n1CC(=O)Nc1ccccc1Cl
i	Cc1ccc(OCc2cc(=O)n3oc(C)cc3n2)c(NC(=O)C(C)(C)C)c1
+	COc1ccc(CNc2nc3nc(CN4CCOCC4)cc(=O)n3[nH]2)cc1
i	COc1ccc(OC)c(NC(=O)CN2C(=O)CN(C)C(=O)c3ccccc32)c1
i	Cc1ccc(C(=O)N2CCCC(Nc3ccc(F)cc3)C2)c(=O)[nH]1 (stereo unspecified)
i	COc1c(F)cc(CN2CCN(c3nc(C)ncc3C)CC2)cc1Cl
i	O=C(CCCc1nc2cccnc2n1Cc1ccc(F)cc1)Nc1ccc(Br)cc1F
i	Cc1ccc2[nH]c3c(=O)n(CC(=O)Nc4ccc(S(N)(=O)=O)cc4)ncc3c2c1
i	Cc1cc(C)n2nc(CN(C(=O)CCc3ccccc3)c3ccc(F)cc3)nc2n1
i	O=S1(=O)CCC(Cc2nc(CCc3ccccc3)nn2-c2ccccn2)C1 (stereo unspecified)
i	Cc1ccc(C(=O)NCCn2c(CCc3ccccc3)nc3cccnc32)cc1C
i	O=C(NC1CC1)c1nc[nH]c1C(=O)NCc1cccc(C(F)(F)F)c1
i	CCC1CN(Cc2csc(NC)n2)CCC(=O)N1Cc1ccccc1 (stereo unspecified)
i	O=C1CCS(=O)(=O)N1c1ccc(S(=O)(=O)NCCc2ccccc2)cc1
i	CCc1ccc(S(=O)(=O)NCc2nc3cccnc3n2Cc2ccc(OC)cc2)cc1
i	CN(C)C(=O)c1ccc2c(c1)N(CC(=O)N1CCCC1)C(=O)C1CCCCN21 (stereo unspecified)
i	O=C(CN1C(=O)CCc2cc(S(=O)(=O)N3CCCC3)ccc21)NCc1ccco1
i	CN(C)Cc1ccccc1CN(C)c1nc(C(C)(C)C)nc2c1cnn2C
i	COc1cccc(C2CCCN2S(=O)(=O)c2cn(C)c(C)n2)c1 (stereo unspecified)
i	Cc1ccccc1Cn1cc(C(=O)N(C)Cc2cccc3cccnc23)nn1
i	CC(C)OC(C)c1nnc(SCC(=O)O)n1-c1cccnc1 (stereo unspecified)
i	CCCN(CCC)c1ncc(NS(=O)(=O)c2cc(C)ccc2C)cc1C(=O)O
i	CCCc1nc2nc[nH]n2c(=O)c1NC(=O)Nc1ccccc1
i	CCCc1nc2nc[nH]n2c(=O)c1NC(=O)Nc1ccc2c(c1)OCO2

Some of these compounds in order of length of the SMILES, smallest number first.
FECH inh	Structure
i	CC(C)OC(C)c1nnc(SCC(=O)O)n1-c1cccnc1 (stereo unspecified)
i	CCCc1nc2nc[nH]n2c(=O)c1NC(=O)Nc1ccccc1
i	COc1c(F)cc(CN2CCN(c3nc(C)ncc3C)CC2)cc1Cl
i	COc1cccc(C2CCCN2S(=O)(=O)c2cn(C)c(C)n2)c1 (stereo unspecified)
i	Cc1ccccc1Cn1cc(C(=O)N(C)Cc2cccc3cccnc23)nn1
i	O=S1(=O)CCC(Cc2nc(CCc3ccccc3)nn2-c2ccccn2)C1 (stereo unspecified)
+	COc1ccc(CNc2nc3nc(CN4CCOCC4)cc(=O)n3[nH]2)cc1
i	O=C(NC1CC1)c1nc[nH]c1C(=O)NCc1cccc(C(F)(F)F)c1
i	CCCN(CCC)c1ncc(NS(=O)(=O)c2cc(C)ccc2C)cc1C(=O)O
i	CCc1ccc(S(=O)(=O)NCc2nc3cccnc3n2Cc2ccc(OC)cc2)cc1
i	CN(C)C(=O)c1ccc2c(c1)N(CC(=O)N1CCCC1)C(=O)C1CCCCN21 (stereo unspecified)
i	Cc1ccc2[nH]c3c(=O)n(CC(=O)Nc4ccc(S(N)(=O)=O)cc4)ncc3c2c1
